Rtt109 Vps75: blocks Candida albicans Rtt109/Vps75 acetyltransferase activity; inhibition, % at 34.9 µM; Q5AAJ8; 0.16% of 330,000 active; AID 540336; purified Rtt109/Vps75, ThioGlo CoA-SH fluorescence, 4 h;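 active means inhibition of at least 50% in every replicate; inconclusive means best replicate reaches 50% inhibition but some replicates fall short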
SR-BI HDL uptake: mouse SR-BI HDL lipid transfer inhibition. Q61009. ldlA[mSR-BI] CHO cells, DiI-HDL uptake fluorescence, 3 h. inhibition, % at 12.5 µM. 0.96% of 320,000 active. AID 488896;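 active means mean replicate inhibition of at least 70% and a set share of replicates each scoring 70 or more; inconclusive means meets just one of the two criteria; inactive means fails both criteria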;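 further: 0% = median of neutral control wells and 100% = median of positive control wells; values of inactives mirror those of a sister screen read the other way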
Target sequence (Q61009 whole entry, looked up): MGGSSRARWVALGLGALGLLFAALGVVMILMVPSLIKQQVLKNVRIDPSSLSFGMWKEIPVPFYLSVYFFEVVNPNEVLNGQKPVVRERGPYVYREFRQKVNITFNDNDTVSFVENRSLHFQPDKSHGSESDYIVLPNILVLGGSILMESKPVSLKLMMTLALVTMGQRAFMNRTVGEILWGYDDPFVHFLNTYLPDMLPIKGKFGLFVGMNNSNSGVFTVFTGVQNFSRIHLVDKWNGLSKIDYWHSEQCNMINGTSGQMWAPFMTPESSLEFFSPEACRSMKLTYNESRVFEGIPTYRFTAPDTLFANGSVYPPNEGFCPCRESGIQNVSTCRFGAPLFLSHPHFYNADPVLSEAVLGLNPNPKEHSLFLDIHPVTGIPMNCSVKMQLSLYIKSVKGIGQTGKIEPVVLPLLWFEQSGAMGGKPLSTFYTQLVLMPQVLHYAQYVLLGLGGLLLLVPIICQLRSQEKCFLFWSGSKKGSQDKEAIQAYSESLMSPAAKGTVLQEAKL
MITF act: MITF TRPM1 promoter activation in melanoma cells. SK-MEL-5 TRPM1-promoter luciferase, 24 h; % of positive control, neutral wells = 0. activation, % at 12.5 µM. 0.75% of 300,000 active. AID 588334;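 active means mean activation of at least 80% with every replicate also reaching 80%; inconclusive means mean reaches 80% but some replicate falls short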;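 further: 0% = neutral control wells and 100% = parthenolide positive control wells; values of inactives mirror those of a sister screen read the other way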
PvdQ acylase: blocks Pseudomonas aeruginosa PvdQ acylase activity; purified PvdQ acylase, fluorescence plate reader; inhibition, % at 10 µM; 0.063% of 340,000 active; AID 488965; in the data active means inhibition above about 30%, passing the limit was not always enough; inconclusive means no clear call, values can overlap the other calls;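 further: 0% = vehicle neutral wells and 100% = reference inhibitor wells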
CDK5 p35 inh: CDK5/p35 (human) kinase inhibition. Q00535+Q15078. Recombinant CDK5/p35, ADP-Glo luminescence, 60 min. inhibition, % at 10 µM. 0.01% of 330,000 active;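 active means highest replicate inhibition of at least 50% and at least 75% of replicates reaching 50%; inconclusive means only one of the two criteria met; inactive means both criteria failed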;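 further: plate controls were DMSO neutral control for no effect and GW8510 at 10 µM for full effect; many of its hits are not listed in these tables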
Wnt act: activators of Wnt/beta-catenin signaling; Wnt/beta-catenin reporter cell assay, activator, plate reader; activation, % at 9.35 µM; 1.2% of 300,000 active; in the data active means activation above about 30%, passing the limit was not always enough; inconclusive means no clear call, values can overlap the other calls;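 further: 0% = neutral control wells and 100% = positive control wells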
dFosB act: mouse delta FosB homodimer activation. P13346. purified delta FosB, TAMRA-CDK5 oligo fluorescence polarization; percent of positive-control signal above neutral wells. activation, % at 25 µM. 0.99% of 340,000 active. AID 493131;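 active means mean activation above about 17%, with every replicate also reaching it, limit read from the data, passing the limit was not always enough; inconclusive means only one of the two conditions met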;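 further: fluorescence polarization rise as delta FosB binds a TAMRA Cdk5 AP-1 oligo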
cardiac RTF act: increases calcium sensitivity of human cardiac regulated thin filaments. P19429+P45379. IANBD-labeled TnC RTF fluorescence at EC20 calcium; 0% EC20 calcium, 100% full calcium. activation, % at 7.2 µM. 0.24% of 340,000 active. AID 493008;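 active means activation above the mean over all tested compounds plus 3 SD, cut at about 30% in these data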;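 further: rise in fluorescence read as greater calcium sensitivity of cardiac thin filaments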
SR-BI DiI-HDL act: SR-BI HDL lipid transfer activation | CHO ldlA[mSR-BI] cells, DiI-HDL uptake fluorescence, 3 h; 100 = double the neutral-control signal | activation, % at 12.5 µM | 0.096% of 320,000 active | AID 504775;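 active means mean replicate activation of at least 60% and every replicate at or above 60%; inconclusive means mean or all-replicate condition met, but not both; inactive means mean below 60% and not all replicates reaching 60%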;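 further: 0% = median plate neutral-control signal and 100% = twice that signal; values of inactives mirror those of a sister screen read the other way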
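Material – SR-BI-overexpressing, LDLR-lacking CHO cells · Medium – BSA-supplemented, HEPES-buffered Ham's F12, pH 7.4 · Doses – single concentration · Times – compound with DiI-HDL co-incubation, 3 h at 37 °C · Measured by – bottom-read fluorescence, 550/595 nm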
HTR5A ag: HTR5A agonism, opioid heterodimer counter-screen; 0.61% of 340,000 active; HTR5A agonist assay, luminescence, cell-based; AID 504692; activation, % at 9.3 µM; in the data active means activation mostly above about 9.5%, no sharp cut-off; inactive means mostly below about 7.6%;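 further: 0% = cells with vehicle only and 100% = reference agonist; strong numbers were not always called active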
Target sequence (P47898 whole entry, looked up): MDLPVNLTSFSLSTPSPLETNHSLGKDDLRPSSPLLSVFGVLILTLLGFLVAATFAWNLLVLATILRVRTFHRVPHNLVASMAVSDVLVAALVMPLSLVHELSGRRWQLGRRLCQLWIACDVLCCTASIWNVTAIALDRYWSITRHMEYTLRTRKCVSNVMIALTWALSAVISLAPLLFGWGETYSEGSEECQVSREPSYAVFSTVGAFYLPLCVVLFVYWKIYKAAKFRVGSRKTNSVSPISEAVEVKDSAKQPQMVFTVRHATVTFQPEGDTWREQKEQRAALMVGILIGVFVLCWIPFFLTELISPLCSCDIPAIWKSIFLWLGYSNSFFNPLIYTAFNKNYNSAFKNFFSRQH
The depositor's hits bear a star; ? = inconclusive; nt = no result given. This is a subset; rates above refer to the full screens.

A first look:
SMILES | Rtt109 Vps75 | SR-BI HDL uptake | MITF act | PvdQ acylase | CDK5 p35 inh | Wnt act | dFosB act | cardiac RTF act | SR-BI DiI-HDL act | HTR5A ag
CCC1(CCc2ccncc2)C(=O)NC(=O)NC1=O | -2 | -5 | -7 | -6 | 1.0 | 2 | -12 | -4 | 5 | 0
COc1ccc(Cn2c(O)c(/C=N/NC(=O)c3ccccc3)c(=O)[nH]c2=O)cc1 | 11 | 81* | -13 | 8 | 0.9 | ? | -2 | -5 | -81 | -2

Main list, repeating the preview:
SMILES | Rtt109 Vps75 | SR-BI HDL uptake | MITF act | PvdQ acylase | CDK5 p35 inh | Wnt act | dFosB act | cardiac RTF act | SR-BI DiI-HDL act | HTR5A ag
CCC1(CCc2ccncc2)C(=O)NC(=O)NC1=O | -2 | -5 | -7 | -6 | 1.0 | 2 | -12 | -4 | 5 | 0
COc1ccc(Cn2c(O)c(/C=N/NC(=O)c3ccccc3)c(=O)[nH]c2=O)cc1 | 11 | 81* | -13 | 8 | 0.9 | ? | -2 | -5 | -81 | -2
O=P(Oc1ccccc1)(N1CCOCC1)N1CCOCC1 | nt | -13 | 6 | 3 | 4.4 | -3 | 3 | -1 | 13 | -1
CCCCc1ccc(NC2=NCCCS2)cc1 | 5 | nt | nt | -13 | 1.7 | -2 | 1 | 2 | nt | -2
COCCCNP1(=O)OCC(C)([N+](=O)[O-])CO1 (stereo not drawn) | 2 | 12 | 6 | -2 | -2.8 | -1 | 2 | 1 | -12 | 3
COC(=O)C1=C(c2ccccc2)C[C@@H]2CC[C@H]1N2C(=O)N1CCC(O)CC1 | 1 | -10 | -5 | -14 | 2.0 | -2 | -2 | 10 | 10 | 5
Cc1ccccc1-n1c(O)c(/C=C2/C(c3ccccc3)=Nc3ccccc32)c(=O)[nH]c1=O | 3 | 7 | -1 | 3 | -0.6 | 24 | -2 | -3 | -7 | -2
CN(C)C1(c2nnnn2-c2ccc(Cl)cc2)CCCCC1 | 6 | 15 | -8 | -1 | -0.7 | -3 | -1 | -8 | -15 | nt
FC(F)(F)c1ccccc1CCN1CCNCC1 | -10 | 16 | 0 | -11 | 2.1 | 0 | 8 | -7 | -16 | -2
CN1CCCN(C(=O)COc2ccc(F)cc2Cl)CC1 | -5 | 2 | 2 | -12 | 0.0 | 1 | -9 | 1 | -2 | -1
CN(C(=O)c1ccco1)C1(c2ccccc2Cl)CCCCC1=O (stereo not drawn) | 3 | -1 | 5 | -15 | 0.7 | nt | -5 | 1 | 1 | 1
C1CCCN(C2CCNCC2)CC1 | 0 | 8 | nt | -12 | 0.2 | -1 | -2 | 8 | -8 | 0
O=c1[nH]c(=S)n(C2CC2)c(O)c1C=NCc1ccc(F)cc1 | 12 | -26 | 15 | 5 | 1.2 | ? | -4 | -4 | 26 | 1
COc1cc(O)cc2c1C(=O)OC(C)CCCC(=O)CCC/C=C\2 (stereo not drawn) | 13 | -6 | -2 | -4 | 0.3 | -2 | -18 | 12 | 6 | -4
COc1cc(C=C2C(=O)NC(=O)NC2=O)ccc1O | 8 | 1 | 9 | -10 | 1.9 | 1 | 1 | 0 | -1 | 0
CCC(C)N1C(=O)/C(=C\c2cnc(N(C)C)nc2)C(=O)NC1=S (stereo not drawn) | 10 | -37 | -14 | 5 | 1.0 | -2 | 7 | -2 | 37 | -3
COc1cccc(-n2c(=S)[nH]c3ccccc3c2=O)c1 | nt | 7 | -12 | 0 | 5.3 | nt | -4 | -7 | -7 | 3
CC(=O)OC1N=C(c2ccccc2)c2cc(C)ccc2NC1=O (stereo not drawn) | -4 | -29 | -6 | -12 | -0.8 | nt | 2 | -6 | 29 | -5
CC(=O)Nc1nc(CCl)cs1 | 2 | -49 | -17 | -4 | 1.5 | -1 | 4 | -2 | 49 | -1
CC(C)N1CCN(Cc2cccc([N+](=O)[O-])c2)CC1 | -9 | 3 | -13 | -9 | 0.3 | -3 | 9 | -2 | -3 | -2
CC[C@@]1(O)C(=O)OCc2c1cc1n(c2=O)Cc2cc3c(NC(=O)CN)cccc3nc2-1 | 5 | -7 | -41 | -18 | 0.8 | 8 | -20 | -2 | 7 | 2
O=P(Oc1ccccc1)(Oc1ccccc1)N1CCOCC1 | -31 | -6 | 1 | -10 | -0.9 | -3 | 0 | -3 | 6 | 3
CCCC/C(=N/O)c1c(C)[nH]c2ccccc12 | -5 | -14 | -4 | -19 | -10 | -2 | 2 | -1 | 14 | -2
COCCCn1c(N)c(C(=O)NCc2ccco2)c2nc3ccccc3nc21 | -71 | 4 | nt | -7 | 0.5 | 0 | -13 | nt | -4 | nt
CCOP(=O)(OCC)C(NC(=O)c1ccccc1)C(Cl)(Cl)Cl (stereo not drawn) | -2 | 12 | 5 | 6 | 0.1 | 1 | 2 | -6 | -12 | 0
O=C(Cc1ccccc1)NC(Cc1ccc(Cl)cc1)C(=O)O (stereo not drawn) | 3 | nt | 9 | -7 | -0.9 | 1 | -3 | -6 | nt | 0
CC(C)OC(=O)C1C2c3ccccc3C(c3ccccc32)C1C(=O)O (stereo not drawn) | 9 | -8 | -1 | 1 | 0.9 | -2 | -4 | -1 | 8 | 1
C1CCC2S[C@H]3CCCCC3NC2C1 (stereo partly drawn) | 3 | 2 | 20 | -7 | 0.9 | -3 | 3 | -4 | -2 | -3
Cc1ccc(C2(O)CC(C)N(C)CC2C)cc1 (stereo not drawn) | 2 | -4 | -4 | -8 | 2.5 | 0 | 4 | 0 | 4 | 3
CSc1ccccc1C(=O)C1CCCN(Cc2ccccn2)C1 (stereo not drawn) | 7 | 12 | -13 | -12 | 1.9 | -1 | -12 | -4 | -12 | -5
O=C(COc1ccc(S(=O)(=O)N2CCOCC2)cc1)N1CCN(Cc2ccc3c(c2)OCO3)CC1 | -4 | -6 | -10 | -11 | 1.4 | nt | -4 | 3 | 6 | -1
COC(=O)C1=C(c2c(C)noc2C)C[C@@H]2CC[C@H]1N2C(=O)NCCOc1ccccc1Cl | 0 | 9 | 10 | -23 | -5.9 | -3 | -1 | 3 | -9 | 6
COc1ccc(CCN)cc1OC | 4 | -26 | -1 | 3 | 1.1 | -1 | 2 | -2 | 26 | 2
CCOC(=O)c1c(C)n(C(C)C)c2ccc(OC(=O)c3ccc(N4C(=O)CCC4=O)cc3)cc12 | -4 | -24 | -2 | -8 | 1.0 | -2 | -2 | 5 | 24 | 13
O=C1NC(=O)N(Cc2ccccc2)C(=O)C1Cc1ccccc1 (stereo not drawn) | -1 | -15 | 15 | -17 | -1.7 | -2 | 0 | 6 | 15 | 1
CCOc1ccc(C2SCC(=O)Nc3c2c(C)nn3C2CCOC(C)(C)C2)cc1 (stereo not drawn) | 3 | 5 | nt | -18 | 0.3 | nt | -7 | 1 | -5 | -1
Cc1ccc(C)c(CN2CCC(n3nnc4cc(F)ccc43)CC2)c1 | nt | -3 | -8 | 4 | -1.6 | nt | -1 | 3 | 3 | nt
Cc1c(C=C2C(=O)NC(=O)NC2=O)c(=O)n(-c2ccccc2)n1C | -15 | -20 | -8 | -2 | 0.3 | 4 | 2 | 5 | 20 | 2
Cc1oc(-c2ccc(Cl)cc2)nc1CS(=O)CC(=O)N1CCC2(CC1)OCCO2 (stereo not drawn) | 2 | 20 | nt | 5 | 0.0 | 0 | -2 | -1 | -20 | 15
O=P(Nc1cccnc1)(Oc1ccccc1Cl)Oc1ccccc1Cl | 4 | 15 | 3 | -3 | 0.9 | nt | -12 | -7 | -15 | -1
CCN1CCN(c2ccc(NC(C)=O)cc2Cl)CC1 | -5 | -32 | -6 | -7 | -8.1 | -3 | 6 | -1 | 32 | 1
CCOC(=O)C(O)(c1ccc(N=Cc2ccccc2O)c(C)c1)C(F)(F)F (stereo not drawn) | 4 | -8 | -7 | 5 | 0.3 | nt | -3 | -5 | 8 | 3
C(#CCN1CCOCC1)COC/C=C/c1ccccc1 | -41 | 0 | 15 | -8 | 0.0 | nt | -12 | 0 | 0 | 1
O=c1c2ccccc2nc(-c2ccco2)n1-c1cccnc1 | -1 | -10 | 6 | -22 | -6.3 | 0 | -2 | 0 | 10 | 6
COc1ccc(-n2nc(C(=O)NCC(=O)N3CCC4(CC3)OCCO4)c3ccccc3c2=O)cc1OC | 2 | nt | 67 | 6 | -0.5 | 23 | 0 | -3 | nt | -3
CC1CCCCN1Cc1cccnc1 (stereo not drawn) | -10 | -1 | -15 | -9 | -0.2 | -1 | -6 | 0 | 1 | 2
CCC(=NCC1CCCO1)c1c(O)n(-c2ccc(Cl)cc2)c(=O)[nH]c1=O (stereo not drawn) | 10 | 1 | -5 | 3 | 0.4 | 0 | -6 | -1 | -1 | -4
COc1ccc(C=C2C(=O)N(C)C(=O)N(C)C2=O)cc1COc1ccc(NC(C)=O)cc1 | -7 | -11 | nt | -19 | -9.1 | 24 | 0 | 0 | 11 | -3
CC(C)NC(=O)Cn1cc(C(=O)c2ccccc2)c2ccccc21 | 5 | 21 | 0 | 5 | -0.1 | 0 | -1 | -4 | -21 | 2
CC(Cc1cccs1)NCc1ccc(Cl)cc1 (stereo not drawn) | 2 | -13 | -4 | -8 | 1.3 | 0 | -5 | 0 | 13 | -3

(further entries)
SMILES | Rtt109 Vps75 | SR-BI HDL uptake | MITF act | PvdQ acylase | CDK5 p35 inh | Wnt act | dFosB act | cardiac RTF act | SR-BI DiI-HDL act | HTR5A ag
CCn1c(O)c(C=NCc2ccccc2)c(=O)[nH]c1=S | nt | -39 | -6 | 0 | -0.3 | 15 | 0 | -1 | 39 | -4
Cc1cccc(CN2CCCC(C(=O)c3ccc4c(c3)OCO4)C2)n1 (stereo not drawn) | 6 | -8 | -9 | 7 | 0.9 | -1 | 2 | -2 | 8 | 4
CCOc1cc2c(cc1OCC)-n1cccc1C(c1ccc(F)c(OC)c1)NC2 (stereo not drawn) | -6 | 0 | 7 | -13 | -2.4 | -2 | -3 | 6 | 0 | 2
O=c1[nH]c(=O)n(Cc2ccccc2Cl)c(O)c1/C=C1/C=CC=N1 | -2 | -11 | -18 | 4 | -1.5 | -4 | 14 | 0 | 11 | 2
CCOC(=O)Cn1cc([N+](=O)[O-])nc1[N+](=O)[O-] | -9 | -23 | -66 | -9 | 0.1 | nt | -1 | -1 | 23 | 4
N#CC1c2ccccc2-n2nncc2CN1S(=O)(=O)c1ccccc1 (stereo not drawn) | -15 | -19 | 2 | -5 | -3.6 | 0 | 0 | -10 | 19 | 3
c1ccc(C2CC2)c(OCC2=NCCN2)c1 | 13 | -11 | -7 | 7 | 1.4 | 0 | 1 | 3 | 11 | 3
O=Cc1cn(Cc2ccccc2F)c2ccccc12 | 2 | 10 | -9 | -5 | -1.2 | -3 | -2 | -4 | -10 | 2
N#C[C@H](O[C@@H]1O[C@H](CO[C@@H]2O[C@H](CO)[C@@H](O)[C@H](O)[C@H]2O)[C@@H](O)[C@H](O)[C@H]1O)c1ccccc1 | -2 | -15 | 3 | -24 | -1.9 | 0 | -2 | 12 | 15 | 10
